Screens from PubChem BioAssay.
PI5P4K alpha inh: inhibitors of human PI5P4K alpha; P48426; PI5P4Kalpha enzyme, ADP-Glo luminescence, 60 min; hits give low values; max response, %; actives 1.2% (n = 330,000); AID 652105; active means max response of -50% or lower; inconclusive means between -30% and -50%; inactive means -30% or higher; further: value at the top dose of about 77 µM; on the % scale 0 is the no-effect control and ±100 the full control effect
Target sequence (P48426 whole entry, looked up): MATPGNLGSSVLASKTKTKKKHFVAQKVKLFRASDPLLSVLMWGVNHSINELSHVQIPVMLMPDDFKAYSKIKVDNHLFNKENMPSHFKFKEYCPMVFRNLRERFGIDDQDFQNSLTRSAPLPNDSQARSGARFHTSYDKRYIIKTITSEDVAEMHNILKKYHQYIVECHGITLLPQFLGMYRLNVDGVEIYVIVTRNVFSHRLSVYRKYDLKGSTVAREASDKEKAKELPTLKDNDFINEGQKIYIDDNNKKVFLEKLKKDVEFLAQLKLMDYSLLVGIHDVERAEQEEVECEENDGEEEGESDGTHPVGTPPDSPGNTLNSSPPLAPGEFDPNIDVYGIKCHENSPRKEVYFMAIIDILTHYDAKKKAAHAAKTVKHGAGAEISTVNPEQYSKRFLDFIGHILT
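Luminescence from ADP-Glo served as readout of PI5P4Kalpha activity in a qHTS format. Reaction: enzyme, substrate, compound, ATP at 5 microM final, 60 min at RT.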
GLP1R ag: activates the human GLP-1 receptor | HEK293 GLP-1R CRE-luciferase, luminescence, 4-6 h; cells express a hypersensitive GLP-1R form | Potency, µM (doses to about 45.6 µM), for the others: top-dose activation, actives largely listed as activators | actives 0.007% (n = 380,000) | AID 624172; further: potency means the concentration at half of the fitted maximal effect; % of control where 0% means no effect
Target sequence (P43220 whole entry, looked up): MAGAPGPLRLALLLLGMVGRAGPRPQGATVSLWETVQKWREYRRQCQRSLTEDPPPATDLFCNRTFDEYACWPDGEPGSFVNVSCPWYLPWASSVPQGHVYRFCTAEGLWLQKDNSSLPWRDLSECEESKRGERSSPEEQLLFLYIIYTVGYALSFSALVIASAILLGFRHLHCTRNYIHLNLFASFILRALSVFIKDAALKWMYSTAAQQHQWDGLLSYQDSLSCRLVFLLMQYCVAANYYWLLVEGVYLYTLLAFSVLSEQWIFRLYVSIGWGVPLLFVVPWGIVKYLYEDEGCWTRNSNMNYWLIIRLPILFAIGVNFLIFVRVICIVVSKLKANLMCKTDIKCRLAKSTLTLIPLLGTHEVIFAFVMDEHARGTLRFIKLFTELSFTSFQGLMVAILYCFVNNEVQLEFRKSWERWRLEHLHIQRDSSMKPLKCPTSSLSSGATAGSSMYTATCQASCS
D3 ag: activates the human D3 dopamine receptor | P35462 | actives 0.58% (n = 410,000) | AID 652048 | max activation, % | D3R DiscoveRx beta-arrestin cells, luminescence, 90 min; in the data active means max activation above about 30%; further: 0% is about no effect; mostly tested at two doses, the higher about 12 µM
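Cells at 1500/well, incubated overnight, then treated with pinned compounds (dopamine as control) for 90 min at 37 degrees C. DiscoveRx reagent added for 30 - 60 minutes at room temperature; luminescence read.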
WRN inhibitor: inhibitors of human WRN helicase | Q14191 | WRN helicase unwinding, fluorescent forked duplex, kinetic | Potency, µM (doses to about 114 µM), without a hit: at the top dose activity change, negative = inhibition, actives largely listed as inhibitors | actives 0.46% (n = 360,000); further: potency means the concentration at half of the fitted maximal effect; on the % scale 0 is the no-effect control and ±100 the full control effect; nearly all actives have a fitted effect of over 55% in size
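Kinetic fluorescence helicase assay: unwinding of a quenched forked DNA duplex (100 nM final) with 2 mM ATP final raises red fluorescence (525/598 nm). Compounds sat 15 min at room temperature with 20 nM WRN beforehand.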
HEK293 tox: cytotoxicity counter-screen for GLP-1 receptor inverse agonists. HEK293 cAMP-luciferase reporter cells, luminescence, 24 h. Potency, µM (highest dose often 38.3 µM), for the others: top-dose activity change, negative = inhibition, usual class: inhibitors. actives 0.13% (n = 410,000);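 further: loss of luciferase light is scored as toxicity; potency means the concentration at half of the fitted maximal effect; on the % scale 0 is the no-effect control and ±100 the full control effect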
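Step one: seed cells (200 cells/uL, DMEM with 10% Nu serum, 1% pen-strep). Step two: 12-hour incubation at 37 deg C. Step three: pin 23 nL compound, incubate 24 hr. Step four: add luciferase reagent, read luminescence 12 min later.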
DRD3 antagonist: D3 dopamine receptor (human) antagonism. actives 2.5% (n = 360,000). max response, negative = inhibition, %. P35462. AID 652054. D3R cells, DiscoveRx beta-arrestin luminescence, antagonist mode; hits give low values; in the data active means max response below about -50%; inconclusive means no clear call, values can overlap the other calls; further: on the % scale 0 is the no-effect control and ±100 the full control effect; mostly tested at two doses, the higher about 12 µM
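Cells plated overnight at 1500 cells/well, then exposed to library compounds with dopamine controls for 90 minutes at 37 degrees C. DiscoveRx reagent added for 30–60 minutes at room temperature; luminescence read, quantitative HTS format.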
PLK1 PBD inh: PLK1 (human) polo-box domain binding inhibition | AID 720504 | P53350 | actives 2.8% (n = 360,000) | Plk1 PBD binding of FITC phosphopeptide, fluorescence polarization | Potency, µM, inactives show max response, negative = inhibition, actives largely listed as inhibitors; further: potency means the concentration at half of the fitted maximal effect; series mostly up to about 57 µM; on the % scale 0 is the no-effect control and ±100 the full control effect; nearly all actives have a fitted effect of over 65% in size
GLP-1R inv ag: GLP-1 receptor (human) inverse agonism; HEK293 GLP-1R CRE-luciferase, luminescence, 24 h; GLP-1R form is constitutively active; actives 1.6% (n = 410,000); P43220; Potency, µM (top dose mostly 38.3 µM), inactives show at the highest dose activity change, negative = inhibition, most hits filed as inhibitors; further: potency means the concentration at half of the fitted maximal effect; on the % scale 0 is the no-effect control and ±100 the full control effect; nearly all actives have a fitted effect of over 55% in size
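HEK293 cells stably co-expressing a cAMP-responsive luciferase reporter and constitutively active GLP-1R were seeded, incubated 12 h, then exposed to compounds for 24 h at 37 C. Luminescence was read 12 min after detection reagent; inverse agonists lower signal.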
IL2 activator: activates IL-2 in a cell-based reporter assay | IL-2 activation reporter assay, cell-based qHTS; stimulated with anti-CD3/CD4/CD28 beads; in transgenic mouse T cells | activation, % (series mostly up to about 46 µM) | actives 0.065% (n = 360,000) | AID 652025; in the data active means activation above about 50%; inconclusive means mostly about 30% to 49%; further: 0% is about no effect
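EGFP and DsRed fluorescence is measured by plate cytometry in unstimulated transgenic mouse T cells exposed to compound for 60 minutes, then stimulated 18 hours at 37 degrees C with anti-CD3/anti-CD4 beads plus anti-CD28.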
Starred values were filed as active, the others as inactive; ? = inconclusive; nt = not tested or not shown; [ ] = dose if it differs, or a comment. Unless noted, the call rests on the fitted dose curve; in most records, active means well fitted curve in the direction sought with a large enough effect; inconclusive means small, poorly fitted or top-dose-only effect, or another doubt; inactive means no such curve, though single readings can be large; an effect the other way counts as inactive or inconclusive.

Structure	PI5P4K alpha inh	GLP1R ag	D3 ag	WRN inhibitor	HEK293 tox	DRD3 antagonist	PLK1 PBD inh	GLP-1R inv ag	IL2 activator
COCC1CCCN(C(=O)c2cc(COc3cccc4cccnc34)on2)C1 (stereo not drawn)	6	8%	2	-4%	3%	13	2%	15%	-0.3
O=C(c1ccco1)N1CCN(S(=O)(=O)c2cccc([N+](=O)[O-])c2)CC1	-3	3%	3	10%	12%	-4	0%	7%	0.0
Cc1ccc(S(=O)(=O)N(CC(=O)N2CCCC2)C2CCCCC2)cc1	nt	-4%	-4	-3%	?	10	-2%	-1%	-0.6
Cc1cc(C(=O)CSc2nc3ccccc3o2)c(C)n1C1CC1	2	0%	3	-4%	-6%	4	-6%	0%	-0.7
COC(=O)c1ccc(C(=O)OC)c(NC(=S)N2CCN(c3ccccc3)CC2)c1	nt	0%	-20	-15%	6%	1	-6%	?	-1.6
O=C(O)CC1NCCc2ccccc21 (stereo not drawn)	-6	-1%	-12	4%	2%	-15	30µM*	-4%	-2.4
O=C(Cn1cnc2c(NCc3ccccc3)ncnc21)NCc1ccc2[nH]ccc2c1	-1	8%	4	-3%	2%	32	5%	4%	0.4
COc1ccc(C(=O)N/N=C/c2ccc(OC)c(COc3ccc(F)cc3F)c2)cc1	-2	-15%	-18	-15%	-12%	0	1%	?	-1.8
Cn1c(C(=O)NCCN2CCN(Cc3ccccc3)CC2)cc2c(=O)n(C)c3ccccc3c21	-7	-2%	-14	3%	17%	-93*	?	-2%	-1.1
CC(C)(C)NC(=S)NCc1cccnc1	nt	-2%	1	1%	4%	-22	-2%	8%	1.1
Cc1cc(C)nc(SCc2nnc(SCC(=O)Nc3ccc(Cl)c(C(F)(F)F)c3)o2)n1	nt	-1%	2	-11%[57.1 µM]	-21%	-8	5%	-16%	3.3
O=C(NCc1ccco1)C1CCN(S(=O)(=O)c2ccc(-n3cnnn3)cc2)CC1	2	4%	-6	-6%	7%	-6	-7%	0%	1.0
CC(C)CCn1c(Sc2nc3ccccc3s2)nc2c1c(=O)[nH]c(=O)n2C	0	4%	1	-14%	0%	14	-12%	55%[activator]	0.4
CCc1ccc(C(=O)NC(CCSC)C(=O)O)cc1 (stereo not drawn)	15	-14%	-9	-22%	-26%	-16	0%	0%	0.1
Cc1ccc2ccccc2c1COC(=O)c1nonc1N	nt	3%	-17	-3%	1%	-7	-8%	1%	-1.3
N#CC1(Nc2ccc3ccccc3c2)CCCC1	-5	12%	-4	-23%	21%	-7	-16%	-17%	0.2
FC(F)(F)c1nc2nncn2c2c1CCCCC2	0	-5%	2	5%	-4%	0	-3%	0%	-1.6
COC(=O)[C@@]1(Sc2ccc(C)cc2)CC(=O)N(c2ccc3c(ccn3C)c2)[C@@H]1c1ccccc1	0	0%	9	-6%	-1%	54	-6%	?	-1.0
Cc1ccc(Cc2c(C3CCCCC3)nc3ccc(Cl)cn23)cc1	-1	11%	2	-5%	4%	21	-11%	?	0.0
Nc1nonc1C(=O)NCCNCc1ccccc1F	nt	0%	-4	nt	-1%	nt	nt	13%	nt
O=C1NC[C@@H](CCCCN2C[C@H](Cc3ccccc3)N(CCC3CCCCC3)C(=O)C2=O)N(Cc2ccccc2)C1=O	-3	5%	-8	2%	2%	-1	-3%	-5%	0.5
COc1cc2c(cc1OC)CN(Cc1cc(OC)c(O)c(OC)c1)CC2	4	3%	-15	-3%	1%	1	-10%	29%	1.7
O=C(CN1C(=O)NC(c2ccccc2)(c2ccccc2)C1=O)NCc1ccccc1	5	-4%	-17	-5%	-9%	-21	4%	?	1.5
COc1ccc(NC(=O)/C(C#N)=C/c2cccnc2)c(OC)c1	0	-5%	25	0%	-12%	1	-10%	-7%	-2.6
Cc1ccc(/C=C2/CCc3c([nH]c4ccccc34)C2=O)cc1	32	1%	4	1%	-3%	7	-1%	1%	0.9
CC(=O)N1N=C(c2ccccc2O)CC1c1cccs1 (stereo not drawn)	-1	-2%	4	16%	7%	-8	-3%	?	0.9
O=C(COC(=O)C1CCN(c2ccc(C(F)(F)F)cn2)CC1)NCc1ccccc1	18	4%	2	0%	-6%	24	2%	3%	-0.7
CCCN1CCN(C(=O)c2ccc3nc(CC)c(CC)nc3c2)CC1	-1	7%	-4	0%	-2%	14	7%	28%	-1.3
O=C(/C=C/c1ccccc1)NCCSc1ccc(Cl)cc1	-2	2%	-12	-8%	9%	11	-5%	?	0.8
CC(OC(=O)c1cc[n+]([O-])cc1)C(=O)Nc1ccc(C(N)=O)cc1 (stereo not drawn)	14	-7%	-2	-6%	?	-5	0%	-23%	2.3
CC1CCCCC12NC(=S)N(c1ccccc1)N2 (stereo not drawn)	-6	0%	-1	-8%	9%	-15	-15%	2%	1.3
Cc1ccccc1-c1nc(NC(C)C)nc2ccsc12	2	15%	1	-12%	0%	-16	-6%	-12%	-0.2
CC(c1ccccc1F)n1cc(C(=O)NCCCc2nc3ccccc3[nH]2)nn1 (stereo not drawn)	1	1%	-4	-29%[57.1 µM]	7%	-6	-13%	1%	-0.8
CCCCC(=O)NCCc1ccc(S(N)(=O)=O)cc1	1	-13%	-1	-2%	-10%	1	-1%	-2%	-1.5
O=C(CC1Sc2ccccc2NC1=O)NCc1cccc(Cl)c1 (stereo not drawn)	4	5%	3	-8%	-10%	14	0%	-14%	0.4
CC(C)(C)NC(=O)c1ccc(Sc2ccccc2)c([N+](=O)[O-])c1	7	7%	-4	-23%[57.1 µM]	-11%	-50*	-3%	?	-1.5
CCOc1ccc(NC(=O)NC2(C(=O)NCc3ccco3)CCCCC2)cc1	-11	6%	-6	-12%	4%	6	-2%	12%	-0.5
O=C(CC1C(=O)NCCN1C/C=C/c1ccccc1)NCCc1cccnc1 (stereo not drawn)	7	4%	5	-25%	12%	13	-6%	-4%	3.8
CN(CC(=O)Nc1ccccc1Cl)C(=O)CCNC(=O)Nc1ccccc1	0	-5%	-5	0%	-8%	20	-3%	-9%	0.7
COc1cc(C2/C(=C(\O)c3ccc4c(c3)CC(C)O4)C(=O)C(=O)N2CCN2CCOCC2)cc(OC)c1OC (stereo not drawn)	2	8%	1	-26%	16%	-1	-16%	4%	0.0
Cc1ccc(N=C2NC(=O)/C(=C/C=C/c3ccco3)S2)cc1	-78*	-3%	-9	35µM*	-24%	0	?	52%[activator]	-3.5
CCOc1ccc(N(C(=O)CNC(=O)c2ccco2)C(C(=O)NC2CCCC2)c2ccncc2)cc1 (stereo not drawn)	-1	10%	-3	10%	0%	2	-7%	0%	-0.4
COc1ccc(CNC(=O)c2csc3c2CCCC3)cc1	-16	14%	4	-6%	9%	-11	-18%	?	-2.3
O=C(COC(=O)C1CCN(C(=O)c2ccc(Cl)cc2)CC1)Nc1ccccc1F	1	-3%	10	-3%	-3%	5	6%	-6%	0.2
O=C(Nc1ccc2c(c1)OCO2)c1ccc(N2CCCC2)c([N+](=O)[O-])c1	-10	-1%	-6	7%	-28%	-16	-16%	?	-0.6
O=C1c2ccccc2C(=O)c2c1cccc2-n1nnc2ccccc21	0	3%	9	-4%	-29%	1	-4%	18%	-1.1
CC/C(C)=N/Nc1nc2sc3c(c2c(=O)[nH]1)CC(C)(C)OC3	3	-29%	-1	-7%	20%	0	-12%	-18%	-0.1
CC(=O)c1cccc(CN2CCN(CC(C)C)C(CCO)C2)c1 (stereo not drawn)	1	7%	-12	4%	1%	-14	-15%	-11%	0.1

Compound profiles, from the list above:
`O=C(CC1C(=O)NCCN1C/C=C/c1ccccc1)NCCc1cccnc1` (stereo not drawn) is entered as PI5P4K alpha inh: 7; GLP1R ag: 4%; D3 ag: 5; WRN inhibitor: -25%; HEK293 tox: 12%; DRD3 antagonist: 13; PLK1 PBD inh: -6%; GLP-1R inv ag: -4%; IL2 activator: 3.8
`CC/C(C)=N/Nc1nc2sc3c(c2c(=O)[nH]1)CC(C)(C)OC3` is entered as PI5P4K alpha inh: 3; GLP1R ag: -29%; D3 ag: -1; WRN inhibitor: -7%; HEK293 tox: 20%; DRD3 antagonist: 0; PLK1 PBD inh: -12%; GLP-1R inv ag: -18%; IL2 activator: -0.1

The listing continues.
Structure	PI5P4K alpha inh	GLP1R ag	D3 ag	WRN inhibitor	HEK293 tox	DRD3 antagonist	PLK1 PBD inh	GLP-1R inv ag	IL2 activator
O=c1cc(CO)oc(CN2CCCC2)c1O	nt	-3%	6	-6%	5%	-16	0%	-1%	-1.9
CCCCNC(=O)[C@@](CC)(ONc1ccccc1C(F)(F)F)c1cccc2ccccc12	-2	-4%	-26	-4%	?	-17	-11%	?	-3.4
COc1ccc(/C=C/C(=O)NC(=S)NN2CCCCC2c2cccnc2)cc1OC (stereo not drawn)	-22	36%	-13	6%[57.1 µM]	-11%	5	?	153%[activator]	-1.4
O=c1c2ccsc2ncn1Cc1cccc(C(F)(F)F)c1	-2	16%	0	-10%	83%[activator]	4	0%	-14%	-0.3
CC(C(=O)NC(C)(C)C)n1c(-c2ccc3c(c2)OCO3)nc2ccccc21 (stereo not drawn)	2	nt	4	1%	0%	24	2%	-14%	-0.1
CC(=O)N1CCN(C(=O)COC(=O)COc2c(C)cc(C)cc2C)CC1	-3	-11%	4	10%	-9%	-2	2%	8%	-2.6
COc1ccc(/C=C2/C(=O)OCc3cc(OC)c(OC)cc32)c(OC)c1	9	?	-10	-8%	?	3	-13%	37%[activator]	-0.8
CCc1nc2ccc(C(=O)N3CCN(c4ccccc4)CC3)cn2c1N(C)CCCc1ccccc1	2	5%	-4	-5%	-15%	-7	-1%	?	-0.7
C/C(CC(=O)Nc1ccc(F)cc1)=N\NC(=O)c1ccccn1	-8	1%	1	-7%	-1%[7.66 µM]	5	-21%	-13%[7.66 µM]	-0.7
O=C(C1CC1)N1CCN(S(=O)(=O)c2ccc3c(c2)OCCO3)CC1	1	4%	0	-10%	11%	26	4%	6%	0.2
CSc1nc(C)cc(OCC(=O)N2CCOCC2)n1	-4	-2%	4	-16%	-4%	57	-11%	0%	-3.3
CCn1cc(C(=O)NCc2ccccc2)c(=O)c2cc(S(=O)(=O)N3CCCCCC3)ccc21	nt	0%	-6	nt	-8%	nt	nt	-9%	nt
